RSV antiviral HEp-2: RSV antiviral activity via CPE protection, HEp-2 cells, primary 10 µM value included (AID 2391); one-dose CPE inhibition, % at 10 µM; IC50 in µM for titrated hits; HEp-2 cells, RSV-induced CPE inhibition; higher % means a stronger effect; actives 0.13% (n = 310,000); in the data active means a potency from the dose series; inconclusive means CPE inhibition mostly from about 23% at the one dose, without a potency; inactive means the rest, 99 in 100 with CPE inhibition below about 21%; further: strong numbers were not always called active
TNAP activators: stimulation of alkaline phosphatase TNAP activity – biochemical, luminescent, no phosphate acceptor, uHTS, primary screen (AID 1001). purified TNAP, luminescent activation assay, no phosphate acceptor; higher activation fold means a stronger effect. one-dose activation fold at 20 µM; EC50 in µM for titrated hits. actives 0.03% (n = 200,000); in the data active means activation fold from about 3, or a potency from the dose series; inactive means the rest, 99 in 100 with activation fold below about 1.6; further: many of its hits are not listed in these tables
M17LAP inhibition: P. falciparum M17LAP inhibitors, primary screen, biochemical, fluorogenic H-Leu-NHMec substrate, 1536-well (AID 1619); recombinant M17LAP, H-Leu-NHMec fluorogenic kinetic assay; higher % means a stronger effect; inhibition, % at 30 µM, or IC50 in µM where a hit was titrated; actives 0.38% (n = 220,000);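 active means compound inhibiting the enzyme by more than half at any dose during confirmatory dose-response retesting; inconclusive means strong single-dose inhibitors picked by rank but not retested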;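 further: plate controls were full reaction with DMSO carrier for no effect and no enzyme background for full effect; strong numbers were not always called active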
West Nile virus CPE: inhibition of WNV-induced cytopathic effect – cell-based, CPE readout (AID 1621); West Nile virus-infected cells, CPE inhibition; higher % means a stronger effect; one-dose CPE inhibition, % at 10 µM; IC50 in µM for titrated hits; actives 0.02% (n = 290,000); in the data active means a potency from the dose series; inconclusive means CPE inhibition mostly from about 3.7% at the one dose, without a potency; inactive means the rest, 99 in 100 with CPE inhibition below about 2.2%; further: strong numbers were not always called active
PMI inhibitors: MPI enzyme activity inhibition – biochemical, fluorescence intensity, coupled assay, primary screen (AID 1209) | purified PMI enzyme, coupled fluorescence intensity; higher % means a stronger effect | inhibition, % at 20 µM; hits with a dose series show IC50 in µM | actives 0.42% (n = 190,000);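 further: plate controls were DMSO vehicle for no effect and wells lacking substrate for full effect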
P. falciparum M1AAP: P. falciparum M1AAP inhibitors, biochemical, fluorogenic H-Leu-NHMec substrate, 1536-well (AID 1445); recombinant M1AAP, H-Leu-NHMec fluorogenic kinetic assay; higher % means a stronger effect; inhibition, % at 30 µM; hits with a dose series show IC50 in µM; actives 0.42% (n = 220,000);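 active means primary inhibition above the hit cutoff, then over 50% inhibition at one or more dose response concentrations, cut at about 23% in these data, passing the limit was not always enough; inconclusive means conflicting primary data, or primary hits not chosen for dose response; inactive means low primary inhibition, or under 50% at every dose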;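 further: plate controls were DMSO full reaction for no effect and no enzyme background for full effect; strong numbers were not always called active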
PMI inhibition: human PMI inhibitors, high substrate, primary screen, biochemical, fluorescence intensity, high mannose 6-phosphate (AID 1220); actives 0.66% (n = 190,000); recombinant PMI enzyme, coupled fluorescence intensity; higher % means a stronger effect; inhibition, % at 20 µM; hits with a dose series show IC50 in µM
UTI89 phage lysis: protection from phage-mediated lysis, alamar blue read-out – E. coli UTI89, K1F phage, bacterial capsule biogenesis inhibitors (AID 488966); actives 0.02% (n = 340,000); E. coli UTI89 K1F phage lysis, alamar blue, 2 h; higher % means a stronger effect; one-dose inhibition, % at 100 µM; IC50 in µM for titrated hits;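 active means phage lysis inhibition, versus mean bacterial control, above a set limit; inconclusive means no clear call, values can overlap the other calls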;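 further: capsule biogenesis inhibitors block K1F phage lysis so surviving cells raise fluorescence; higher fluorescence means more inhibition of phage lysis; actives were called in the ten point dose series up to 300 µM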
T cell HTS: modulates CD8 T cell binding to vesicles | 2C CD8+ T cell-vesicle binding, flow cytometry; active compounds read low | calls only at 7 µM | actives 0.068% (n = 330,000) | AID 2052;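 active means response, share of CD8 T cells binding vesicles, and their 90th percentile fluorescence all below set limits, cut at about 80% in these data, passing the limit was not always enough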
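Read-out – percent CD8+ FL2 mean versus row control · System – murine 2C transgenic CD8+ T lymphocytes · Times – 1.5 h cell–vesicle binding at 37 °C, then 20 min icy labelling · Control set – naked vesicles low, QL9 vesicles with vehicle high · Detection – cytometric PE anti-B7-1 and Alexa647 anti-CD8 signals after 1% paraformaldehyde fixation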
T cell HTS vesicle-bound %: also measured in T cell HTS; calls as there; double positive events, %; measured here: CD8+ vesicle-bound cell fraction;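 binding gate set so that unloaded-vesicle control wells show 10% double positive cells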
Active calls of the source: *; i = inactive; ? = inconclusive; · = no result given; [ ] = dose if it differs, or a comment. Unless noted, no stated cut-off is given here; in the data, active means inhibition above about 50%; inactive means the rest. Not a hit list (roughly 1.5% active in at least one column).

mol | RSV antiviral HEp-2 | TNAP activators | M17LAP inhibition | West Nile virus CPE | PMI inhibitors | P. falciparum M1AAP | PMI inhibition | UTI89 phage lysis | T cell HTS | T cell HTS vesicle-bound %
Cc1ccccc1N(CC(=O)NCC1CCCO1)C(=O)C1(C)CC(=O)N=C2C=CC=CN21 (stereo not drawn) | 0.8% | 1.1 | -31% | 0.6% | 6% | 12% | 4% | 6.6% | i | 54
O=C(COc1ccccc1C(=O)Nc1ccccc1)NCCc1ccccc1 | 0.8% | 1 | 1% | -0.7% | 10% | 0% | 7% | -0.2% | i | 13
CC(C)(C)NC(=O)c1cc([N+](=O)[O-])ccc1N1CCCCC1 | -0.5% | 0.8 | -2% | -0.6% | 4% | 1% | -8% | 6.1% | i | 51
COc1ccc(OC)c(N2C(=O)CC(C(C)c3ccccc3)C2=O)c1 (stereo not drawn) | 0.5% | 1.1 | 8% | 0.1% | 10% | 5% | 13% | 0.9% | i | 19
O=c1cc(O)c2c(=O)n(Cc3ccccc3)c3ccccc3c2o1 | 0.7% | 1 | 8% | -0.4% | -20% | -10% | -4% | 0.3% | i | 3
COc1ccccc1CNC(=O)c1ccc(-c2ccccc2Cl)o1 | 19% | 1.1 | 8% | -0.6% | -21% | 8% | -22% | 1.9% | i | 12
O=C(NC(=S)NC1CCCCC1)c1ccc(Cl)cc1 | ? | · | · | -0.8% | · | · | · | 0.1% | i | 62
Cc1ccc(-c2noc(CCC(=O)N3CCCc4ccccc43)n2)cc1 | 19% | 1.1 | -2% | -0.5% | -3% | 8% | 14% | 0.5%[50 µM] | i | 33
CC(Sc1nc(-c2ccccc2)cc(C(F)(F)F)n1)C(=O)Nc1sc2c(c1C#N)CCC2 (stereo not drawn) | · | 0.9 | 3% | -0.2% | -3% | 8% | 4% | -0.2% | i | 25
CCN(CC)S(=O)(=O)c1cccc(-c2nnc(-c3ccc(C)cc3)o2)c1 | 0.7% | 1.1 | -4% | -0.8% | 3% | -7% | 0% | 0.1% | i | 6
O=C(Nc1ccc(S(=O)(=O)Nc2ncccn2)cc1)c1cc([N+](=O)[O-])ccc1Cl | 0.5% | · | · | 0.2% | · | · | · | -0.2% | i | 55
COc1cc(/C=N/NC(=O)Nc2ccccc2)ccc1OC(C)=O | 3.9% | 1.1 | 1% | -0.1% | 1% | 3% | 2% | 1.1% | i | 46
COc1ccc(NC(=O)NC2(C(=O)N3CCOCC3)CCCCC2)cc1 | -0.7% | · | · | -0.6% | · | · | · | 0.9% | i | 14
Cc1ccc2c(c1)sc1nc(=O)ccn12 | 3.4% | · | · | -1.5% | · | · | · | 0.2% | i | 51
COCc1cc(CN2CCN(CCCc3ccccc3)C(CCO)C2)ccc1OC (stereo not drawn) | -0.2% | · | · | -1.1% | · | · | · | -1.9% | i | 59
CCOC(=O)c1nnn2c1nc(N1CCN(C)CC1)c1ccccc12 | 0.5% | · | 8% | 0.2% | · | 5% | · | -0.9% | i | 38
COC(CNC(=O)CN1CCN(Cc2ccc(F)cc2Cl)C1=O)OC | 2.0% | · | · | -0.4% | · | · | · | 0.1% | i | 27
CCN(CC)S(=O)(=O)c1ccc(/C=C/C(=O)Nc2ccc(Br)cc2F)cc1 | -0.7% | 1.1 | 9% | 1.1% | 8% | 18% | 0% | 3.5% | i | 34
Cc1ccc(C(=O)NC(=S)Nc2ccccc2N2CCCC2)cc1[N+](=O)[O-] | 4.0% | 1.3 | 6% | -1.1% | 19% | 5% | 4% | ? | i | 42
Cc1nccn1CCOc1ccc(Cl)cc1 | 0.4% | · | · | 0.3% | · | · | · | 0.6% | i | 24
NC(=O)C1CCN(CC(O)COc2ccc(-c3ccccc3)cc2)CC1 (stereo not drawn) | -2.1% | · | · | -0.4% | · | · | · | 0.0% | i | 46
Cc1ccc(Nc2nc(N)nc(CSc3nc4ccccc4s3)n2)cc1 | 2.1% | 1 | 10% | · | 19% | -3% | 19% | 0.5% | i | 55
O=C(CCc1c[nH]c2ccccc12)OCc1ccc(Br)cc1 | 0.7% | · | · | 0.0% | · | · | · | -0.3% | i | 60
Cc1cc(NS(=O)(=O)c2ccc(NC(=O)c3ccc(Br)o3)cc2)nc(C)n1 | 0.9% | 1.1 | 5% | 0.1% | -15% | -3% | -6% | -0.9% | i | 27
N#C/C(=C\c1cccnc1)C(=O)Nc1ccccc1 | 1.5% | 1.1 | 17% | 0.1% | · | 8% | 22% | 0.1% | i | 40
Cc1cc(C(=O)NC2CCCc3c2cnn3-c2ccc(C)c(C)c2)n(C)n1 (stereo not drawn) | 0.5% | · | · | 1.3% | · | · | · | -0.2% | i | 50
O=C(OCc1cc(-c2ccccc2)no1)c1ccc2ccccc2n1 | 0.9% | 1 | -1% | 0.3% | 9% | -8% | 10% | 0.0% | i | 13
CCOc1ccc(-c2nnc(N(CC)C(=O)C3CCC3)s2)cc1 | 19% | 1.1 | -7% | 0.1% | 12% | 0% | 12% | 1.1% | i | 49
COC(=O)C1=C(C)N(Cc2ccccc2)C(=O)N[C@H]1c1ccc(Br)cc1 | 4.4µM* | · | 6% | -1.2% | · | 0% | · | -1.3% | i | 16
O=C(Nc1cccnc1Cl)c1cc2ccccc2o1 | 3.4% | · | · | -1.2% | · | · | · | 0.9% | i | 36
CC(Sc1nnnn1-c1ccc(Cl)cc1)C(=O)NCC(=O)Nc1ccc(F)c(F)c1F (stereo not drawn) | 5.8% | 1 | -3% | -2.0% | 5% | -7% | 13% | -0.2%[50 µM] | i | 48
CC(C)Oc1ccc(CNC(=O)Cn2c(=O)c3cccn3c3cccnc32)cc1 | 4.5% | · | · | 0.5% | · | · | · | 0.2% | i | 40
S=C(NC1CCCCC1)c1ccc2c(c1)OCO2 | -1.2% | 1.1 | 12% | 0.9% | 1% | 10% | -2% | i | i | 34
COc1ccc(N2CCN(Cc3nc4ccsc4c(=O)[nH]3)CC2)cc1 | 0.2% | 1 | 16% | 0.0% | 9% | 13% | 2% | 6.2% | i | 14
COC(=O)CSc1nnc(CNc2ccc(F)cc2)o1 | 1.5% | 1.1 | 0% | 0.1% | 2% | 2% | -4% | 0.1% | i | 14
CC1CN(C(=S)Nc2ccccc2)N(c2ccccc2)C1 (stereo not drawn) | 1.1% | 1.1 | -1% | -0.1% | -5% | 15% | 4% | 0.0% | i | 55
O=C(NCc1cccs1)C1CCCN(S(=O)(=O)c2ccc3c(c2)OCO3)C1 (stereo not drawn) | 0.0% | 1.1 | -8% | -0.2% | -2% | 9% | -1% | -0.7% | i | 57
COc1ccc(C(=O)COc2ccccc2N2C(=O)C3C4C=CC(C4)C3C2=O)cc1 (stereo not drawn) | 0.2% | 1.1 | 9% | -0.1% | 4% | 5% | -2% | 0.1% | i | 60
O=C(O)C1CCCCC1C(=O)Nc1ccc(OCc2ccccc2)cc1 (stereo not drawn) | 0.6% | · | · | -1.0% | · | · | · | 0.2% | i | 26
COc1ccc(C2CC2/C(=N/OC(=O)c2cccs2)c2ccccc2)cc1 (stereo not drawn) | 4.3% | 1.1 | 0% | -0.1% | 4% | -1% | 4% | 0.2% | i | 36
Cc1ccc(N2C(=O)N(CC(=O)Nc3ccc(C)c(C)c3[N+](=O)[O-])C(=O)C2C)cc1 (stereo not drawn) | -2.2% | 1 | 4% | -1.5% | 4% | 4% | 3% | 0.3% | i | 56
CCN(CC)S(=O)(=O)c1cc([N+](=O)[O-])ccc1NNC(=O)Nc1ccc(Cl)c(Cl)c1 | 0.8% | 1.1 | 1% | 11% | 13% | 3% | 5% | 3.1% | i | 35
c1csc(-c2csc3ncnc(NCCCN4CCOCC4)c23)c1 | -1.5% | 1.1 | 8% | 0.0% | 5% | 6% | 4% | -0.5% | i | 41
CC(C)c1ccc(NC(=O)N2CCN(S(=O)(=O)c3ccccc3)CC2)cc1 | -0.1% | 1.1 | -1% | -1.2% | 8% | 2% | 8% | 0.1% | i | 22
CCC(=O)N1C(=O)C2(Nc3ccccc3N2)c2ccccc21 | -1.7% | 1 | 13% | -0.3% | -5% | 4% | -8% | · | i | 26
CCN(CC)C(=O)CSc1nnc([C@@H](NC(=O)OC(C)(C)C)C(C)C)o1 | 0.2% | 1.2 | -5% | -2.0% | -4% | 0% | 1% | 0.0% | i | 26
COC(=O)c1ccc(S(=O)(=O)NCc2ccc(OC)cc2)n1C | 0.2% | · | 0% | -1.0% | · | 5% | · | 0.5% | i | 43
COc1ccc(OC)c(NC(=O)C2C3CC4OC(=O)C2C4C3)c1 (stereo not drawn) | 0.4% | 1 | 12% | 0.0% | -8% | -1% | 3% | -0.2% | i | 36
CC(CN1CCOCC1)OC(=O)c1cccs1 (stereo not drawn) | 1.2% | 1 | -3% | 0.0% | 3% | 4% | -10% | 0.1% | i | 5
Cn1cnnc1SCC(=O)Nc1ccccc1 | 2.5% | 1.1 | 13% | -0.1% | -4% | 7% | -2% | -0.3% | i | 49
CCn1c(=O)c2cc(C(=O)N3CCN(C)CC3)sc2c2ccccc21 | 1.3% | 1.1 | -38% | -0.2% | 11% | 2% | 14% | 1.3% | i | 36
COCCNc1nc(C)cc(-c2cc(C(=O)NC3CCCC3)on2)n1 | -0.2% | · | 7% | -0.6% | · | 1% | · | 0.4% | i | 12
OCC#CCSc1nnc(-c2ccc(Br)cc2)o1 | 0.5% | 1.1 | 15% | -0.2% | 11% | 3% | 12% | 0.2% | i | 56
O=C(O)CSc1cc(NS(=O)(=O)c2ccc(Br)cc2)c2ccccc2c1O | 4.4% | · | · | 2.5% | · | · | · | 0.0% | i | 22
COc1ccc(-c2noc(=O)n2Cc2ccc(F)cc2Cl)cc1 | 1.9% | · | · | -0.8% | · | · | · | 1.1%[50 µM] | i | 29
COc1cccc(OCC(=O)NNC(=O)c2ccc3ccccc3c2)c1 | 1.7% | · | · | -0.2% | · | · | · | 0.8%[50 µM] | i | 10

Screening results (PubChem)
